# Source: PubChem BioAssay (National Center for Advancing Translational Sciences (NCATS))
# Luc counter: blocks Kinase-Glo luciferase, a counter-screen artifact; AID 1379; Kinase-Glo luciferase, ATP luminescence, 8 min; Q27757; Potency, µM (titrated, usually from 38.3 µM), for the others: at the highest dose activity change, negative = inhibition, most hits filed as inhibitors; 200,000 compounds, 0.28% hits; also: potency is read from the fitted curve at half-maximal effect; % is scaled to controls: 0 for no effect and ±100 for the full control effect; nearly all actives have a fitted effect of over 60% in size
#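 Kinase-Glo luciferase light output from ATP and luciferin was measured with 10 uM ATP, within the enzyme's linear range. Buffer: 50 mM imidazole pH 7.2, 50 mM KCl, 7 mM MgCl2, 0.01% Tween 20, 0.05% BSA; luminescence read after 8 min at ambient temperature.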
# Epigenetic derep: regulators of epigenetic silencing causing reporter derepression in mouse cells | 280,000 compounds, 0.2% hits | murine LDR cells, GFP reporter derepression, 30 h | AID 1865 | Potency, µM (top dose mostly 53.9 µM), inactives show top-dose GFP activation, usual class: activators; also: potency is read from the fitted curve at half-maximal effect; % of control where 0% means no effect; nearly all actives have a fitted effect of over 60% in size
#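 Murine LDR cells bearing a silenced CMV-driven GFP reporter were exposed to compound for 30 h at 37 C. After PBS washes, GFP-positive cells (20-120 um objects) counted by laser-scanning microplate cytometry.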
# IMPase Li inh: IMPase inhibition in cells with lithium potentiation. CHO-M1 cells, IP1 TR-FRET (IP-One), carbachol + lithium. Potency, µM (doses to about 59.4 µM), inactives show top-dose activity, negative = IMPase inhibition, actives largely listed as inhibitors. 210,000 compounds, 0.35% hits;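 also: IP1 builds up when IMPase is blocked and the TR-FRET signal falls; potency is read from the fitted curve at half-maximal effect; plate controls were basal vehicle for no effect and high inhibitor control for full effect; nearly all actives have a fitted effect of over 50% in size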
#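 Readout is a homogeneous TR-FRET IP1 immunoassay (Ex 320, Em 665 and 620), where raised cytosolic IP1 lowers signal. Cells were CHO-M1 treated 30 min at 37C with test compounds plus a little lithium; AC50 values came from Hill-equation fitting.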
# CBFb-RUNX1 inh: CBF-beta/RUNX1 interaction disruption. 230,000 tested, under 10 active. Potency, µM (top dose mostly 59.8 µM), inactives show at the top dose activity, negative = inhibition, usual class: inhibitors. AID 1477. AlphaScreen CBFb-His/RUNX1-biotin binding, biochemical; also: % of control where 0% means no effect
#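 Interaction loss through any mechanism counts as activity. Pre-formed complex of His-CBF-beta and biotin-RUNX1 (30 nM apiece) is incubated with compound 15 min, then with 50 ng nickel and 50 ng streptavidin beads for 90 min before AlphaScreen detection.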
# LMNA splice mod: changes lamin A minigene splicing in HeLa cells; HeLa LMNA splicing GFP/RFP minigene ratio, 48 h; Potency, µM (highest dose often 46.1 µM), for the others: top-dose ratio change, negative = inhibition, most hits filed as inhibitors; 200,000 compounds, 0.01% hits; AID 1487; active = well fitted inhibition curve with a large enough effect in the signal ratio, with a control signal flat, not every such curve was filed as active; inconclusive = small, poorly fitted or top-dose-only effect, or effect the other way, or a change in a side signal; the % refers to the signal ratio; also: potency is read from the fitted curve at half-maximal effect; % is scaled to controls: 0 for no effect and ±100 for the full control effect
#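 S3 HeLa cells stably expressing lamin A-EGFP splicing minigene plus DsRed2, 600 cells/well, 48 h compound exposure at 37C. Laser-scanning cytometry; analysed as GFP (500-530 nm)/RFP (575-640 nm) total intensity ratio; 0.5% DMSO vehicle.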
# aGal spleen mod: alpha-galactosidase A (human) modulation. human spleen homogenate, 4MU-alpha-Gal fluorescence, 40 min. Potency, µM (doses to about 80 µM), for the others: at the top dose activity change, negative = inhibition, usual class: inhibitors. P06280. 240,000 compounds, 0.008% hits;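 also: potency is read from the fitted curve at half-maximal effect; 0% = enzyme with vehicle and -100% = no enzyme basal signal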
#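 Human spleen homogenate (1 ug) was the enzyme source, with 4-methylumbelliferyl-alpha-D-galactopyranoside (1 mM final) in pH 5.0 citrate buffer with 0.01% Tween-20. Compounds were titrated; after 40 min at 37C, NaOH/glycine stop, 4-MU fluorescence read; AC50 from Hill fits.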
# NPSR antag: blocks cAMP signaling of the human neuropeptide S receptor; AID 1461; Potency, µM (doses to about 38.3 µM), inactives show at the highest dose activity change, negative = inhibition, hits mostly inhibitors; Q6W5P4; CHO-NPSR cells, cAMP TR-FRET, antagonist mode; 220,000 compounds, 1% hits; also: potency is read from the fitted curve at half-maximal effect; % is scaled to controls: 0 for no effect and ±100 for the full control effect; nearly all actives have a fitted effect of over 50% in size; many of its hits are not listed in these tables
# Starred values were filed as active, the others as inactive; ? = inconclusive; / = no result given; & = joins results of further samples; [ ] = remark or other dose. Unless noted, calls follow the shape of the dose curve; as a rule, active = well fitted curve in the direction sought with a large enough effect; inconclusive = small, poorly fitted or top-dose-only effect, or another doubt; inactive = no such curve, though single readings can be large; an effect the other way counts as inactive or inconclusive. An excerpt, so the mix of outcomes need not match the whole.
SMILES,Luc counter,Epigenetic derep,IMPase Li inh,CBFb-RUNX1 inh,LMNA splice mod,aGal spleen mod,NPSR antag
Cc1cc(=O)[nH]c(SCC(=O)Nc2nc(-c3ccccc3)c(-c3ccccc3)o2)n1,-3.2%,-1.5%,-24.9%,20.2%,?,3.9%,-1.9%
COC(=O)CCCC1=CC2=CC(=O)C(C)(OC(=O)c3cccs3)C(=O)C2=CN1c1ccc(OC)cc1 (configuration not stated),-2.3%[7.66 µM],6.3%,-1.5%,?,10.6%[9.22 µM],-5.5%[17.5 µM],-0.1%
CC(=O)c1c(C)[nH]c(C(=O)COC(=O)CCSc2ccccc2)c1C,3.0%,-3.2%,-1.3%,3.6%,-14.7%,-7.0%,5.4%
CC(=O)Nc1ccc(S(=O)(=O)NCCNC(=O)c2ccccc2F)cc1,2.0%,-1.6%,18.8%[38.3 µM],5.0%,-4.9%,-2.1%,-7.3%[46.1 µM]
COc1cc(O)c(C(CCN2CCCCC2)c2ccc(N(C)C)cc2)c(OC)c1 (configuration not stated),/,1.6%,/,?,/,2.7%&7.7%,14.2%
COc1ccc(-c2[nH]ncc2CN2CCN(C3CCCCC3)C(=O)C2)cc1F,-0.8%,0.3%,6.9%,0.2%,?,7.5%,-0.1%
CO/N=C/C(C#N)=C/c1ccc(OC)c(OC)c1,-1.0%,0.9%,0.0%,5.9%,/,-4.4%,-42.8%
COCc1cc(C)n(CC(=O)Nc2cccc(C)c2)c(=O)c1C#N,5.8%,-4.4%,-2.6%,-16.5%,/,-0.8%,-5.0%
COC(=O)C1=C(C)OC(N)=C(C#N)C1c1ccc(OC)c(CSc2ccccn2)c1 (configuration not stated),3.4%,-1.6%,26.7%[38.3 µM],5.9%,2.5%,5.6%,-11.6%[46.1 µM]
COC(=O)c1cc2sc(Cl)cc2n1CC(=O)NCCC(C)C,-3.4%,-1.0%,-83.7%[38.3 µM],3.2%,2.6%,-22.1%,?
CC(C)(CO)NS(=O)(=O)c1ccc2c(c1)oc(=O)c1cc(S(=O)(=O)NC(C)(C)CO)ccc12,0.9%,0.0%,-5.2%[38.3 µM],3.9%,0.8%,-3.3%,-29.5%[46.1 µM]
CCN(CC)CCn1c(-c2ccccc2)nc2c(N3CCOCC3)nc(C)nc21,-2.3%,3.6%,3.6%,2.5%,/,-1.0%,/
O=C(CN1C(=O)COc2ccccc21)c1cccc(Cl)c1,-4.8%,0.8%,3.5%[38.3 µM],11.2%,1.9%,1.5%,-15.8%[46.1 µM]
CC1(C)CC(=O)C(CC(=O)Nc2cc(C(F)(F)F)ccc2Cl)C(=O)C1,/,-0.4%,-3.3%,4.2%,/,-1.1%,22.5%
CCOc1ccc(CN(C(=O)c2cc3ccccc3oc2=O)C2CC2)cc1,0.9%,0.0%,11.8%,-2.7%,?,-1.8%,-8.1%[46.1 µM]
CCN(C(=O)CCc1nc(-c2ccccc2F)no1)c1cc(OC)ccc1OC,-0.7%,-7.9%,22.3%[38.3 µM],-1.5%,-13.0%,6.3%,-20.0%[46.1 µM]
CC(C)CC1OCCC=CC1C (configuration not stated),/,0.0%[10.1 µM],/,1.0%[13.1 µM],/,11.1%[17.5 µM],/
COC(=O)C1=NNC2C(=O)N(C3CCCCC3)C(=O)C12 (configuration not stated),2.8%,2.4%,3.1%,3.8%,11.8%[46 µM],-1.0%,9.3%
CN(C)/N=C/c1c(O)ccc2ccccc12,-4.0%,2.1%,22.8%[38.3 µM],-18.8%,12.1%,1.4%,11.9%[46.1 µM]
CC(=O)N1CCN(CC(O)COc2ccc(OCc3ccccc3)cc2)CC1 (configuration not stated),-0.6%,-1.0%,25.7%[38.3 µM],4.7%,-3.0%,6.0%,2.8%[46.1 µM]
CC1CCCCN1C(=O)COc1ccc(NC(=O)c2ccco2)cc1 (configuration not stated),0.9%,1.9%,7.9%[38.3 µM],0.2%,-3.5%,1.7%,-3.9%[7.67 µM]
CCOC(=O)Cc1csc(NC(=O)CSc2nnnn2-c2ccc(C)c(C)c2)n1,4.6%,-1.0%,14.6%,-1.4%,-5.3%,-3.1%,-6.1%
O=C(C1=C[C@H](c2ccc(C(F)(F)F)cc2)C[C@H](OCc2ccc(CO)cc2)O1)N1CCOCC1,/,-2.0%,-8.0%,3.1%,/,6.7%,25.5%
COC(=O)CSc1ccc(-c2nc3ccc(C)cc3[nH]2)cn1,15.6%,-0.7%,13.7%[38.3 µM],1.7%,5.1%,-4.9%,-20.3%[46.1 µM]
N#Cc1cccc(NC(=O)N2CCCC3(CCN(C(=O)c4cnccn4)CC3)C2)c1,-3.3%,/,-0.2%,/,/,8.1%,/
CSc1ncc(CN2CCN(C(C)C)C(CCO)C2)cn1 (configuration not stated),/,-1.2%,5.1%,9.3%,/,-1.0%,-12.9%
CC(C)CCN1C(=O)CC(NNC(=O)c2ccc(S(=O)(=O)N3CCCC3)cc2)C1=O (configuration not stated),/,-0.2%,/,5.5%,/,5.6%,-11.1%
CC(C)N1C(=S)SC(C)(C)C1NO (configuration not stated),4.8%,?,-3.7%,13.0%,-8.7%,-0.4%,-8.5%[46.1 µM]
Cc1sc2nc(C)n(/N=C/c3ccccc3O)c(=O)c2c1C,0.5%,-4.5%,1.9%[38.3 µM],-0.6%,-1.0%,-10.5%,-3.9%[46.1 µM]
CCC(C)(C)n1nnnc1C(c1cc2cc(C)cc(C)c2[nH]c1=O)N1CCN(C(=O)c2ccco2)CC1 (configuration not stated),-1.4%,1.2%,-13.8%[38.3 µM],1.1%,5.1%,2.6%,-9.1%[46.1 µM]

# The list goes on, starting with the last 2 of the part before.
SMILES,Luc counter,Epigenetic derep,IMPase Li inh,CBFb-RUNX1 inh,LMNA splice mod,aGal spleen mod,NPSR antag
Cc1sc2nc(C)n(/N=C/c3ccccc3O)c(=O)c2c1C,0.5%,-4.5%,1.9%[38.3 µM],-0.6%,-1.0%,-10.5%,-3.9%[46.1 µM]
CCC(C)(C)n1nnnc1C(c1cc2cc(C)cc(C)c2[nH]c1=O)N1CCN(C(=O)c2ccco2)CC1 (configuration not stated),-1.4%,1.2%,-13.8%[38.3 µM],1.1%,5.1%,2.6%,-9.1%[46.1 µM]
CN(C)c1ccc(N2C(=O)CC(Nc3ccc(N4CCOCC4)cc3)C2=O)cc1 (configuration not stated),-2.8%,-2.3%,3.3%,?,-12.4%,-4.3%,-11.8%[46.1 µM]
COc1cccc(C2CC(c3cccc(OC)c3)n3nc(N)nc3N2)c1 (configuration not stated),1.0%,-0.8%,6.8%[38.3 µM],4.3%,3.8%,1.6%,-7.9%[46.1 µM]
CN(CCCCCCCCC(=O)/C=N/O)Cc1ccccc1,-4.7%,0.9%,11.1%[38.3 µM],-4.2%,3.1%,7.2%,-0.9%[46.1 µM]
COC(=O)c1ccc(S(=O)(=O)NNC(=O)COc2ccc(C)cc2)cc1,0.4%,1.1%,-4.5%,-15.7%,1.4%,8.7%,-0.3%
O=C(CSc1nnc(COc2ccc3c(c2)CCCC3)o1)Nc1ccc(F)cc1,-2.7%,-5.8%,-1.8%[38.3 µM],2.4%,24.9%,5.1%,-6.0%[46.1 µM]
CC(OC(=O)c1ccncc1)C(=O)Nc1ccc([N+](=O)[O-])cc1Cl (configuration not stated),1.5%,-1.3%,13.1%,-9.5%,/,-13.3%,-1.5%
Cc1nnc(SCCC(=O)Nc2ccc(F)cc2)s1,-2.7%,2.1%,24.1%[38.3 µM],-11.0%,3.8%,-5.5%,-5.5%[46.1 µM]
Cc1c(C#N)sc2nc(-c3ccccc3)nc(N3CCCC3)c12,-2.1%,0.0%,18.0%[38.3 µM],2.5%,2.6%,-2.4%,2.4%[46.1 µM]
CC1CCN(S(=O)(=O)c2ccc(Br)s2)CC1,1.2%,1.1%,43.3%[activator][38.3 µM],12.3%,3.8%,3.0%,-9.5%[46.1 µM]
Cc1cc(C)cc(N=Cc2[nH]c3ccc(Br)c(Cl)c3c2O)c1,-2.0%,4.2%,12.6%,1.9%,-6.9%,2.8%,?
COc1cccc2c1OC1(C)CC2NC(=O)N1c1cccc(C(=O)N2CCN(c3ccccc3)CC2)c1 (configuration not stated),-2.9%,-1.1%,-2.0%,2.3%,1.0%[46 µM],0.6%,2.0%
Cc1cc(C)c(C)c(S(=O)(=O)NC(C(=O)O)C(C)C)c1C (configuration not stated),-2.3%,-2.2%,3.5%,12.9%,-3.9%[46 µM],9.4%,5.1%
CCC(CC)NC(=O)/C=C/c1cccc([N+](=O)[O-])c1,3.3%,0.0%,1.1%,0.6%,?,3.5%,2.2%
CC(=O)NC[C@H]1CN(c2ccc(N3CCOCC3)c(F)c2)C(=O)O1,/,0.0%,/,2.0%,?,9.9%,21.1%
COc1ccccc1NC(=O)CN(Cc1ccco1)C(=O)c1ccc(-n2nc(C)cc2C)cc1,3.3%,-1.0%,16.4%[38.3 µM],-2.4%,5.6%,4.0%,-12.5%[46.1 µM]
C[C@]12C=CC(=O)C=C1CC[C@@H]1[C@@H]2[C@@H](O)C[C@@]2(C)[C@H]1CC[C@]2(O)C(=O)COC(=O)CCC(=O)O,15.4%,0.3%,-1.7%,-0.4%,?,1.7%,-1.9%
COc1ccc(/C=C/C(=O)c2cc(F)ccc2OC(=O)c2ccc(OC)c(OC)c2)cc1OC,0.1%,8.2%,-8.5%,3.6%,?,-7.5%,-17.2%
CNC(=O)COC(=O)c1cc2c(C)nn(-c3ccc(F)cc3)c2s1,-2.4%,-0.2%,-19.1%[38.3 µM],2.3%,11.9%,-10.2%,-1.1%[46.1 µM]
CC(=O)Nc1ccc(N(C(=O)CNC(=O)c2cccs2)C(C(=O)NC(C)(C)C)c2ccccc2)cc1 (configuration not stated),-1.2%,-0.3%,3.1%,1.3%,?,4.7%,4.4%
Cc1cc(-c2nnc(CCC(=O)NC(C)c3ccccc3Cl)o2)no1 (configuration not stated),2.2%,0.7%,4.9%,1.3%,/,-4.0%,-5.3%
O=[N+]([O-])c1cccnc1Oc1ccc(C2SCCS2)cc1,/,-0.3%,/,-11.0%,/,-0.2%,1.4%
CCOC(=O)N1CCC(Nc2c(N3CCN(c4cccc(C(F)(F)F)c4)CC3)c(=O)c2=O)CC1,1.4%,-0.9%,27.9%[38.3 µM],1.1%,?,-14.7%,-21.2%[46.1 µM]
Cc1ccc(CN(C(=O)c2csnn2)C(C(=O)NC2CCCC2)c2ccc(C)o2)cc1 (configuration not stated),0.4%,0.0%,3.8%,-11.7%,-13.4%,9.6%,-15.9%[46.1 µM]
